APOBEC3G inh: APOBEC3G DNA deaminase inhibitors, primary screen, biochemical, fluorescence, single-stranded DNA substrate, uHTS; DNA dC->dU-editing enzyme APOBEC-3G (Homo sapiens), Q9HC16; recombinant A3G, ssDNA deamination FAM/TAMRA fluorescence; inhibition, % at 20 µM; 0.28% of 330,000 active; AID 493012, 2011;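 active = inhibition of at least 40% at 20 µM, with no more than 30% in the related APOBEC3A deaminase screen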;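 note: plate controls were DMSO wells with A3G for no effect and wells lacking A3G enzyme for full effect; some compounds called inactive have numbers as strong as hits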
mIAP inh: inhibitors of mouse IAP, primary screen, biochemical, luminescence, uHTS | intestinal alkaline phosphatase [Mus musculus] | inhibition, % at 10 µM | purified mouse IAP, CDP-Star luminescence, 30 min | 0.2% of 330,000 active | AID 2806, 2010;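 active = inhibition of at least 40% at 10 µM in the primary screen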;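 note: plate controls were DMSO with enzyme for no effect and no enzyme wells for full effect; values of inactives mirror those of a sister screen read the other way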
NR3A LBD binder: binders of NR3A ligand-binding domain, primary screen, biophysical, differential scanning fluorimetry, uHTS | Glutamate receptor ionotropic, NMDA 3A (GRIN3A) ligand-binding domain | NR3A LBD differential scanning fluorimetry, Tm shift; 0% = protein alone, 100% = glycine-bound protein | Tm shift relative to glycine control, % at 25 µM | 2.5% of 340,000 active | AID 1259313, 2017;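 active = melting temperature shift of at least 10% of the positive control shift, at one fixed dose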
MIN6 prolif: inducers of MIN6 beta-cell proliferation, primary screen, ATP luminescence, uHTS. AID 2380, 2010. 0.29% of 330,000 active. MIN6 cells proliferation, ATPlite luminescence, 48 h; cells starved in 0.2% serum; 100% = growth in 10% serum. proliferation, % at 10 µM;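 active = compounds whose signal lies at least 3.5 SD above the mean of all wells on their plate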;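 note: 0% = DMSO-treated cells in low-serum medium and 100% = 10% serum control; some compounds called inactive have numbers as strong as hits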
hIAP activ: human IAP activators, primary screen, biochemical, luminescence, uHTS; purified human IAP, CDP-Star luminescence, 30 min; active compounds read high; 1 = vehicle-only enzyme, 0 = enzyme-free background; 0.16% of 330,000 active; Intestinal-type alkaline phosphatase (Homo sapiens), P09923; activation factor at 10 µM;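 active = activation factor of the enzyme at least 2-fold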; note: the source names both 10 and 20 µM as test concentration; values of inactives mirror those of a sister screen read the other way
Target sequence (P09923 whole entry, looked up): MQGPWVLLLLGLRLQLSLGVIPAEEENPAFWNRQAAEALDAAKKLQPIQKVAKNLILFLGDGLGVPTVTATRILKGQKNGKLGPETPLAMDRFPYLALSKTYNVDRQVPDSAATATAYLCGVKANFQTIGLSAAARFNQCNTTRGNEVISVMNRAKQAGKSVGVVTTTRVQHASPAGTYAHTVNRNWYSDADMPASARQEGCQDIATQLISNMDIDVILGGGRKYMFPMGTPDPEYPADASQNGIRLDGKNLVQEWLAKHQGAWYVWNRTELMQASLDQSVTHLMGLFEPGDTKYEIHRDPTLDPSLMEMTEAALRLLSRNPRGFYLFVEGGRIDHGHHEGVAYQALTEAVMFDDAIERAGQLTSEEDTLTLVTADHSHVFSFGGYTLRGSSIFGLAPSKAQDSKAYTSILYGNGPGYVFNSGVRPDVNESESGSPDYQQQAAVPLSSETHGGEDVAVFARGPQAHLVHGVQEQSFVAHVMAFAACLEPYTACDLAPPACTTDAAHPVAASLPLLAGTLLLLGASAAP
MPTP inh: mitochondrial permeability transition pore inhibitors, primary screen, biochemical, isolated mouse mitochondria, absorbance. Ca2+ swelling absorbance, 30 min. inhibition, % at 10 µM. 1.4% of 360,000 active;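 active = inhibition of 50% or more, scaled per plate between neutral and stimulator controls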;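 note: 0% = DMSO wells given calcium and 100% = 1 mM EGTA wells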
A3A deaminase: APOBEC3A ssDNA deaminase inhibitors, primary screen, selectivity assay for APOBEC3G inhibitor project, biochemical, FAM/TAMRA oligo cleavage fluorescence. DNA dC->dU-editing enzyme APOBEC-3A (Homo sapiens), P31941. recombinant A3A, FAM/TAMRA ssDNA deamination fluorescence. inhibition, % at 20 µM. 0.41% of 330,000 active. AID 493011, 2011;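 active = at least 40% inhibition at 20 µM here, with at most 30% in a related deaminase screen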;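 note: plate controls were A3A with DMSO for no effect and wells lacking A3A enzyme for full effect; some results filed as inactive read as strong as hits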
Target sequence (P31941 whole entry, looked up): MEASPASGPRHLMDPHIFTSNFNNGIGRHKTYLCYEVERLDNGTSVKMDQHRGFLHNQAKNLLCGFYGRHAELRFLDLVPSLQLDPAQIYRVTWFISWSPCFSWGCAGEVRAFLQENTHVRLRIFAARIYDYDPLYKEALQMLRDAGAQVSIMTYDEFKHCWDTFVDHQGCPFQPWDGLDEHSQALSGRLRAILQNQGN
mIAP act: activators of mouse IAP, primary screen, biochemical, luminescence, uHTS; intestinal alkaline phosphatase [Mus musculus]; 0.24% of 330,000 active; activation factor at 10 µM; muIAP, CDP-Star luminescence, 30 min; active compounds read high; 1 = vehicle-only enzyme signal, 0 = enzyme-free wells; AID 2805, 2010;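 active = activation factor of at least 2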; note: the source names both 10 and 20 µM as test concentration; values of inactives mirror those of a sister screen read the other way
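System: mouse IAP enzyme. Reagent: CDP-Star chemiluminescent phosphatase substrate. Benchmarks: DMSO wells, no-enzyme wells. Times: 30 min enzyme-substrate-compound incubation at room temperature. Detection: luminescence from enzymatic CDP-Star hydrolysis. Doses: test compounds delivered from DMSO solution.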
hIAP block: human IAP inhibitors, primary screen, biochemical, luminescence, uHTS | Intestinal-type alkaline phosphatase (Homo sapiens), P09923 | purified IAP, CDP-Star luminescence, 30 min | inhibition, % at 10 µM | 0.12% of 330,000 active | AID 2544, 2010;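 active = inhibition reaching a set limit with compound at 10 µM in the primary screen, cut at about 35% in these data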;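 note: plate controls were DMSO wells with enzyme for no effect and no-enzyme buffer wells for full effect; values of inactives mirror those of a sister screen read the other way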
* = called active by the depositor; · = no result given.

(1) Fc1cc(F)c2nc(N3CCOCC3)sc2c1
(2) CCN(CC)S(=O)(=O)c1ccc(S(=O)(=O)N2CCCC2C(=O)O)cc1 (stereo unspecified)
(3) CCCCNS(=O)(=O)c1ccc(Br)cc1N1CCC[C@H]1CO
(4) Cc1ccc(N2CCN(c3ccc(C)cc3)C(CC(=O)O)C2=O)cc1 (stereo unspecified)
(5) COc1ccc(NC(=O)c2cc(C)no2)cc1Cl
(6) O=C(O)C1OC2OC3(CCCCC3)OC2C2OC3(CCCCC3)OC12 (stereo unspecified)
compound no.,1,2,3,4,5,6
APOBEC3G inh,-8,-6,1,-5,-9,1
mIAP inh,-3,0,4,12,3,0
NR3A LBD binder,2,-1,0,-2,-11,-1
MIN6 prolif,-3,-1,·,-4,-3,0
hIAP activ,0.96,1,·,0.88,0.9,0.96
MPTP inh,-1.8,-1.4,0.7,-0.7,0.2,-4.9
A3A deaminase,-2,-3,-1,-2,6,0
mIAP act,1,1,0.96,0.89,0.97,1
hIAP block,4,-2,·,12,10,4

(7) Cc1cccc(NC(=O)c2nc[nH]c2C(=O)N2CCN(c3ccccc3)CC2)c1
(8) CCN1C=C(Cc2cccs2)C2=C(C1)C(c1cccs1)C(C#N)=C(N)O2 (stereo unspecified)
(9) CCN(CC)CCOc1ccc2c(c1)C(=NO)c1cc(OCCN(CC)CC)ccc1-2
(10) S=c1sc(SCCOc2ccccc2)nn1-c1ccccc1
(11) CCNc1nc(NCC)nc(N/N=C/c2cc(OC)c(OC)c(OC)c2)n1
(12) CCN(CC)C(=O)Oc1c(Cl)cc(Cl)c2cccnc12
compound no.,7,8,9,10,11,12
APOBEC3G inh,-10,-5,26,-2,9,-6
mIAP inh,4,17,10,12,-6,0
NR3A LBD binder,-2,-23,-1,0,3,0
MIN6 prolif,-1,-7,-4,-2,-1,-1
hIAP activ,1.2,0.91,0.95,0.93,0.97,1
MPTP inh,-0.7,0.3,0.6,0.9,2.6,0.4
A3A deaminase,-5,0,47*,0,2,-2
mIAP act,0.96,0.83,0.9,0.88,1.1,1
hIAP block,-18,9,5,7,3,-3

(13) CCOc1ccc(CNC(=O)CCCOc2cc(=O)n(C)c3ccccc23)cc1
(14) CCC(=O)NCCc1nc2cc(NC(=O)COc3ccccc3)ccc2n1C
(15) Cc1cc(CNC(=O)COC(=O)c2ccc(Cl)c(N)c2)cc(C)c1O
(16) Cc1cccc(C=Nc2ccc3c4c(cccc24)CC3)c1O
(17) CC(NS(=O)(=O)c1ccc2c(c1)oc(=O)n2C)c1ccccc1 (stereo unspecified)
(18) O=C(Nc1ccc(Cl)cc1)c1csc(-c2ccncc2)n1
compound no.,13,14,15,16,17,18
APOBEC3G inh,-5,-9,2,0,-8,-8
mIAP inh,4,-1,-6,-1,4,9
NR3A LBD binder,1,1,1,-5,2,-1
MIN6 prolif,-1,0,5,0,0,-3
hIAP activ,0.88,1,1,0.93,1.3,0.96
MPTP inh,0.8,0.1,-0.4,7.1,-1.0,0.6
A3A deaminase,-5,-4,3,-6,-4,-1
mIAP act,0.96,1,1.1,1,0.96,0.91
hIAP block,12,0,-5,7,-30,4

(19) CN(C)CCCNC(=O)c1cc(C(=O)C2CCCCC2)c[nH]1
(20) COc1ccc(Cn2c(SCc3cc(C)ccc3C)nc3cc(OC)c(OC)cc3c2=N)cc1
(21) CCN1C(=O)N(C)[C@@H](c2ccccc2)C(C(=O)OC)=C1C
(22) CCCCC(=O)NC1(C(F)(F)F)NC(=O)N(C)C1=O (stereo unspecified)
(23) COc1cccc(C2=CC(=O)CCC2)c1OC
(24) O=C(CCNc1cc(Cl)cc(Cl)c1)c1cccs1
compound no.,19,20,21,22,23,24
APOBEC3G inh,-4,-4,0,-7,-8,-4
mIAP inh,-4,4,6,7,0,14
NR3A LBD binder,0,-3,0,0,2,-1
MIN6 prolif,0,-6,-5,-2,0,-5
hIAP activ,1.1,1,1,0.98,0.79,1.1
MPTP inh,0.6,26,-0.6,2.3,-0.9,7.9
A3A deaminase,1,2,4,-2,-4,-1
mIAP act,1,0.96,0.94,0.93,1,0.86
hIAP block,-13,-1,-4,2,21,-9

(25) CC(=O)Nc1sc(NC(=O)c2ccccc2)nc1-c1cccs1
(26) COc1ccc(N2CC(=O)N(c3ccccc3)C2=S)cc1
(27) CCCc1cc(=O)[nH]c(SC(C)C(=O)Nc2ccc3c(c2)OCCO3)n1 (stereo unspecified)
(28) COc1ccc(C(=O)Nc2ccc(/C(C)=N/NC(=O)c3ccncc3)cc2)cc1
(29) Cc1sc2nc(C)n(/N=C/c3ccccc3O)c(=O)c2c1C
(30) COc1ccc(N2CCCC2)c(NC(=O)COc2ccccc2Cl)c1
compound no.,25,26,27,28,29,30
APOBEC3G inh,-8,0,1,-75,-6,-11
mIAP inh,10,14,-1,5,1,1
NR3A LBD binder,18*,0,-1,·,4,4
MIN6 prolif,0,-2,-5,-3,0,0
hIAP activ,1,1,1.1,1.3,0.96,0.82
MPTP inh,-0.4,1.5,-0.2,-0.6,-1.8,2.2
A3A deaminase,-4,-1,0,3,-7,-4
mIAP act,0.9,0.86,1,0.95,0.99,0.99
hIAP block,-1,-3,-14,-35,4,18

Arranged by value in MPTP inh (low to high): some entries from above.
No.	Molecule	APOBEC3G inh	mIAP inh	NR3A LBD binder	hIAP activ	MPTP inh	A3A deaminase	mIAP act	hIAP block
25	CC(=O)Nc1sc(NC(=O)c2ccccc2)nc1-c1cccs1	-8	10	18*	1	-0.4	-4	0.9	-1
26	COc1ccc(N2CC(=O)N(c3ccccc3)C2=S)cc1	0	14	0	1	1.5	-1	0.86	-3
30	COc1ccc(N2CCCC2)c(NC(=O)COc2ccccc2Cl)c1	-11	1	4	0.82	2.2	-4	0.99	18

The listing continues.
(31) CN(C)CC(O)COC(c1ccccc1)c1ccccc1 (stereo unspecified)
(32) CC1CCC(C(=O)NC(C(=O)NCCc2ccc(S(N)(=O)=O)cc2)C(C)C)CC1 (stereo unspecified)
(33) O=[N+]([O-])c1ccc(C(O)CNC(=S)Nc2ccccc2)cc1 (stereo unspecified)
(34) Cc1ccc(NC(=O)CCSCCC(=O)Nc2ccc(C)c(C)c2)cc1C
(35) COc1ccc(-c2nc(C#N)c(N3CCOCC3)o2)cc1OC
(36) O=C(COc1cccc2cccnc12)N/N=C/c1cccn1-c1ccc(F)cc1
compound no.,31,32,33,34,35,36
APOBEC3G inh,-5,-7,-4,-3,-5,-1
mIAP inh,-3,1,-6,-14,2,2
NR3A LBD binder,4,0,12*,-3,0,-3
MIN6 prolif,-1,0,5,-3,1,-2
hIAP activ,0.91,0.93,0.84,1,1,1.1
MPTP inh,-1.8,-0.7,-0.5,-2.3,-1.8,8.7
A3A deaminase,-2,-3,-2,-3,-4,16
mIAP act,1,0.99,1.1,1.1,0.98,0.97
hIAP block,9,8,16,-2,-1,-6

(37) COC(=O)CN(c1cc(Cl)ccc1OC)S(=O)(=O)c1ccc(C)cc1
(38) COc1ccc(N2CCN(CCCNC(=O)Cn3c(=O)c4cccn4c4cccnc43)CC2)cc1
(39) Cc1nn(-c2ccccc2)c(C)c1CCC(=O)O
(40) CCCCOc1ccc(/C=N/Nc2cc(N3CCOCC3)nc(C)n2)cc1
(41) CCCc1cc(=O)n2c([nH]c3ccccc32)c1C#N
(42) Cc1ccc(CSc2nnc(-c3ccc(NS(=O)(=O)c4ccccc4)cc3)o2)cc1
compound no.,37,38,39,40,41,42
APOBEC3G inh,-2,-8,-2,-2,-4,1
mIAP inh,-4,5,3,-16,3,4
NR3A LBD binder,1,2,3,-8,-1,16*
MIN6 prolif,0,3,0,-4,-3,-3
hIAP activ,1.1,0.97,1.6,0.85,0.9,0.9
MPTP inh,0.2,-0.6,1.2,1.0,7.2,6.8
A3A deaminase,3,-2,1,-4,-7,0
mIAP act,1,0.95,0.97,1.2,0.97,0.96
hIAP block,-10,3,-58,15,10,10

(43) Nc1nc(F)nc2c1ncn2[C@@H]1O[C@H](CO)[C@@H](O)[C@H]1O
(44) O=C(NNC(=O)C1CCN(c2ncccn2)CC1)c1ccncc1
(45) CCOC(=O)Nc1csnn1
(46) CC(=O)N[C@H]1C[C@@H]1c1ccccc1
(47) O=C(NC1CCN(Cc2ccccc2)CC1)c1ccc2c(c1)[nH]c(=O)n2Cc1ccc(F)cc1
(48) Cn1c(SCC(=O)NCc2cccs2)nnc1-c1ccc(O)cc1
(49) Cc1cnc(C(=O)OCC(=O)Nc2ccccc2[N+](=O)[O-])cn1
(50) CCOC(=O)c1ccc(NC(=O)CCc2nc(-c3ccccc3Cl)no2)cc1
(51) COc1cc(/C=N/NC(=O)c2cccc([N+](=O)[O-])c2)ccc1OC(=O)c1ccco1
compound no.,43,44,45,46,47,48,49,50,51
APOBEC3G inh,-1,-19,-7,-8,-4,-8,2,-5,-1
mIAP inh,7,0,-2,4,6,8,-6,-2,3
NR3A LBD binder,0,-1,-2,-1,-2,-2,11*,3,7
MIN6 prolif,-8,1,-3,-1,-3,1,-4,-4,-2
hIAP activ,1,1.1,1,1,1.1,1,1.1,1,1
MPTP inh,-1.7,-0.5,0.2,-4.8,4.0,0.2,-1.8,89*,-0.1
A3A deaminase,3,-3,-2,-4,-1,-5,0,-4,0
mIAP act,0.93,1,1,0.96,0.94,0.92,1.1,1,0.97
hIAP block,-2,-5,-1,-2,-8,-2,-12,-5,-4

In the list so far, these have a Cl atom:
(5) COc1ccc(NC(=O)c2cc(C)no2)cc1Cl
(12) CCN(CC)C(=O)Oc1c(Cl)cc(Cl)c2cccnc12
(15) Cc1cc(CNC(=O)COC(=O)c2ccc(Cl)c(N)c2)cc(C)c1O
(18) O=C(Nc1ccc(Cl)cc1)c1csc(-c2ccncc2)n1
(24) O=C(CCNc1cc(Cl)cc(Cl)c1)c1cccs1
(30) COc1ccc(N2CCCC2)c(NC(=O)COc2ccccc2Cl)c1
(37) COC(=O)CN(c1cc(Cl)ccc1OC)S(=O)(=O)c1ccc(C)cc1
(50) CCOC(=O)c1ccc(NC(=O)CCc2nc(-c3ccccc3Cl)no2)cc1
compound no.,5,12,15,18,24,30,37,50
APOBEC3G inh,-9,-6,2,-8,-4,-11,-2,-5
mIAP inh,3,0,-6,9,14,1,-4,-2
NR3A LBD binder,-11,0,1,-1,-1,4,1,3
MIN6 prolif,-3,-1,5,-3,-5,0,0,-4
hIAP activ,0.9,1,1,0.96,1.1,0.82,1.1,1
MPTP inh,0.2,0.4,-0.4,0.6,7.9,2.2,0.2,89*
A3A deaminase,6,-2,3,-1,-1,-4,3,-4
mIAP act,0.97,1,1.1,0.91,0.86,0.99,1,1
hIAP block,10,-3,-5,4,-9,18,-10,-5

Assay outcomes (PubChem)
